Screening data from PubChem BioAssay.
RAD54 branch – inhibitors of human RAD54 branch migration | RAD54 Holliday junction branch migration, FAM/BHQ fluorescence | inhibition, % at 10.4 µM | 360,000 compounds, 0.14% hits | AID 602329;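 active = mean normalized replicate activity at least 40 and at least half of replicates scoring 40 or more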;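 also: 0% = median of neutral control wells and 100% = median of positive control wells; inhibitors cause a drop in the FAM fluorescence signal; in these data hits start at about 50%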
Xi reactivation – X-chromosome reactivation activator; 360,000 compounds, 0.055% hits; activation, % at 7.58 µM; AID 743238; XiGFP mouse fibroblasts, % GFP-positive cells imaging, 3 d; cells co-treated with 5-aza-dC sensitizer; scaled so ellipticine positive control = 100%;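 active = mean normalized replicate activation at least 10% and every replicate at or above 10%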;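 also: 0% = median of on-plate neutral control wells and 100% = ellipticine 6 µM median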
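System: 68-5-11 XiGFP fibroblast line; Timing: 3 days compound exposure; Compound dosing: one concentration, pinned; Benchmarks: positive control ellipticine, 6 µM final; Buffer or medium: DMEM containing 5-aza-dC.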
ARNT-TACC3 inh – disrupts binding between human ARNT and TACC3 | Q9Y6A5 | AlphaScreen His-ARNT PAS-B/GST-TACC3 binding, luminescence; TACC3 fragment carries E629A point mutation | inhibition, % at 9.99 µM | 390,000 compounds, 0.66% hits;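 active = mean inhibition of replicates at least 50% and at least half of replicates each reaching 50%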;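 also: 0% = complete ARNT plus TACC3 wells and 100% = ARNT alone without TACC3; many hits fall short of the cut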
ERAP1 HTS inh – blocks human ERAP1 aminopeptidase activity; Q9NZ08; recombinant ERAP1, Leu-AMC fluorescence, 60 min; inhibition, % at 10.7 µM; 340,000 compounds, 0.15% hits; AID 652197;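 active = mean replicate inhibition of at least 30%, or all replicates individually reaching that 30% level; inactive = mean below 30% and not every replicate reaching it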;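 also: 0% = neutral control wells and 100% = L-leucinethiol positive control wells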
Target sequence (Q9NZ08 whole entry, looked up): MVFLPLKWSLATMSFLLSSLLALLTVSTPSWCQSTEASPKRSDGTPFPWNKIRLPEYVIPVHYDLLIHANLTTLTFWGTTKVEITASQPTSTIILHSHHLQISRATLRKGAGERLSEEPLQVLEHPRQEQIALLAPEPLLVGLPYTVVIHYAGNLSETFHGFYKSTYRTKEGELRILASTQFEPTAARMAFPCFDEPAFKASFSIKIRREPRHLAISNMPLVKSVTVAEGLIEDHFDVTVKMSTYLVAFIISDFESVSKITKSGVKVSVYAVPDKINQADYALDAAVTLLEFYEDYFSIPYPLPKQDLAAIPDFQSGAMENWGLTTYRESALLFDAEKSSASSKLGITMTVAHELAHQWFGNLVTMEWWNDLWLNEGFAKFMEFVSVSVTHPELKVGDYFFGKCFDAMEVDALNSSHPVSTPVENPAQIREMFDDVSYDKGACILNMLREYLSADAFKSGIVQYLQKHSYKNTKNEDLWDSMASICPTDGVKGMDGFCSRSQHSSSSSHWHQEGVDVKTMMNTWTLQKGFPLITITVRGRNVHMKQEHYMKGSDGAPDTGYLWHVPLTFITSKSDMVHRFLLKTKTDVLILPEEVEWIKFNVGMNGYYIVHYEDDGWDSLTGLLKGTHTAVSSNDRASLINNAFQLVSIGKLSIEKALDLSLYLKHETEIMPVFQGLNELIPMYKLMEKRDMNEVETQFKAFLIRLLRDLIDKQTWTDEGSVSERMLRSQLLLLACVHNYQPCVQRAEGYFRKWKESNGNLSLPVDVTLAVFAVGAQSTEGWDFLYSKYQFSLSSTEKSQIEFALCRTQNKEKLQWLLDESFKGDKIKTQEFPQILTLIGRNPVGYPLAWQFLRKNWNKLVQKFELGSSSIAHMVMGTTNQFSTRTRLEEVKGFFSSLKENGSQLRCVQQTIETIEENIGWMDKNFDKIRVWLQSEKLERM
esBAF inh – SWI/SNF esBAF complex inhibition. reporter increase, % at 12.5 µM. mouse ES cells, Bmi1-luciferase knock-in reporter, 24 h; 100% = twice the neutral-well signal. 350,000 compounds, 2% hits. AID 602393; in the data active = activation above about 40%;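 also: 0% = median of the plate's neutral control wells and 100% = double that signal; a rise in the Bmi1 reporter signal indicates esBAF inhibition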
GSIS activator – GLuc luminescence reporter in INS-1E cells, primary screen for activators of glucose-dependent secretion of insulin; activation, % at 16.6 µM; AID 743287; INS-1E GLuc reporter insulin secretion, 2-3 h; 370,000 compounds, 0.61% hits;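 active = lowest replicate activation of at least 40%, so every replicate reaches that level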;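 also: 0% = median of neutral control wells and 100% = median of IBMX positive control wells; some compounds called inactive have numbers as strong as hits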
RAD52 inh – RAD52 (human) annealing inhibition | P43351 | recombinant RAD52 DNA annealing, FRET fluorescence | inhibition, % at 18.7 µM | 360,000 compounds, 0.46% hits | AID 651710;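 active = every replicate showing at least 50% inhibition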
CFTR F508del cor – correctors of CFTR F508del function in bronchial epithelial cells; 350,000 compounds, 0.36% hits; CFBE cells, YFP halide quenching; stimulated with forskolin plus potentiator P3; % fluorescence drop versus neutral controls; activity (quench increase), % at 7.58 µM;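 active = mean added fluorescence quench of at least 8% versus neutral control, with both replicates also reaching 8%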;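 also: cells transiently co-express mutant CFTR-F508del with the halide-sensitive YFP; corrector assay measuring rescue of mutant channel to the surface after 24 h compound exposure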
* = called active by the depositor; nt = no result given.

Start of the data: the first two entries, ahead of the listing:
SMILES | RAD54 branch | Xi reactivation | ARNT-TACC3 inh | ERAP1 HTS inh | esBAF inh | GSIS activator | RAD52 inh | CFTR F508del cor
CN1C(=O)c2cc(NC(=O)C3CCCC3)ccc2OC[C@@H]2O[C@H](CC(=O)NCc3ccccc3F)CC[C@@H]21 | nt | 0.1 | nt | 3 | nt | -23 | 12 | 0.4
O=C(CC1SCCNC1=O)Nc1ccc(F)c(Cl)c1 (stereo not given) | -5 | 0.1 | 0 | -4 | 0 | -7 | -20 | 0.3

Results, from the start:
SMILES | RAD54 branch | Xi reactivation | ARNT-TACC3 inh | ERAP1 HTS inh | esBAF inh | GSIS activator | RAD52 inh | CFTR F508del cor
CN1C(=O)c2cc(NC(=O)C3CCCC3)ccc2OC[C@@H]2O[C@H](CC(=O)NCc3ccccc3F)CC[C@@H]21 | nt | 0.1 | nt | 3 | nt | -23 | 12 | 0.4
O=C(CC1SCCNC1=O)Nc1ccc(F)c(Cl)c1 (stereo not given) | -5 | 0.1 | 0 | -4 | 0 | -7 | -20 | 0.3
O=C(CN1CCCC1)Nc1ccc(S(=O)(=O)N2CCCCC2)cc1 | 14 | 0.0 | -2 | -3 | -6 | -10 | -12 | -1.1
CNC(=S)/N=C/NOCc1ccc(Cl)cc1Cl | nt | 0.2 | -7 | 1 | nt | -43 | -10 | -2.0
CCc1ccccc1NC(=O)CCNS(=O)(=O)c1ccc2c(c1)CCC(=O)N2 | -2 | 0.0 | 6 | -2 | -2 | 4 | -10 | -0.5
O=C(CCc1ccccc1)C(=O)N1CCCC(C(=O)c2cccc(Cl)c2)C1 (stereo not given) | -2 | 0.0 | -8 | -3 | 5 | -12 | -10 | -3.6
O=C(C[C@@H]1C=C[C@@H](NC(=O)NC2CCCC2)[C@@H](CO)O1)NCc1ccc(F)cc1 | -2 | 0.1 | -10 | 0 | -3 | -1 | -8 | -2.4
O=C(NCC[C@@H]1CC[C@@H](NC(=O)c2cnccn2)[C@H](CO)O1)c1ccc2c(c1)OCO2 | 1 | 0.7 | -11 | 0 | -2 | 6 | -2 | 3.7
NC(=O)NC(=O)COC(=O)CN1C(=O)C2CCCCC2C1=O (stereo not given) | -3 | 0.0 | -4 | -1 | nt | 22 | -14 | 1.1
Cc1c(NC(=O)COC(=O)Cc2ccc(F)cc2)c(=O)n(-c2ccccc2)n1C | nt | 0.2 | 2 | 0 | 3 | -1 | -4 | -1.4
COc1cccc(-c2ccc3c(c2)O[C@H](CN(C)C(=O)C2CCC2)[C@H](C)CN([C@H](C)CO)S3(=O)=O)c1 | -4 | -0.3 | 6 | 3 | 1 | -19 | 5 | -2.7
CCCCC[C@@H]1C=C(C(=O)O)[C@H](c2ccc(F)cc2)N1S(=O)(=O)c1ccc(C)cc1 | -1 | 0.2 | 0 | 3 | -3 | 8 | -34 | -5.5
COc1ccc(/C=C/C(=O)Nc2cc(C)nn2-c2nc3ccccc3[nH]2)cc1 | nt | 0.7 | -3 | -4 | nt | 13 | -31 | 5.4
CCC1CN(C(=O)N2CCC(C(=O)NCCc3ccc(OC)cc3OC)CC2)c2ccccc2O1 (stereo not given) | -2 | 0.2 | -7 | 5 | -1 | 16 | 3 | 0.5
CCOc1ccc(CCNC(=O)CCc2nc3ccccc3[nH]2)cc1OCC | nt | 0.0 | -10 | 23 | 0 | 31 | -16 | 1.4
CCC(CC)C(=O)OCC(=O)Nc1ccc(S(=O)(=O)N2CCOCC2)cc1OC | -20 | nt | -3 | 0 | 0 | 3 | 8 | nt
CCCNC(=O)C[C@@H]1CC[C@@H]2[C@H](COc3ccc(NS(=O)(=O)CC)cc3C(=O)N2C)O1 | 3 | 0.5 | 1 | -3 | -2 | -3 | 14 | 1.0
CC1=NNC(=O)C1CC(=O)N/N=C/c1ccncc1 (stereo not given) | nt | 0.0 | 3 | nt | 1 | nt | 3 | 0.7
CC(C(=O)Nc1ccccc1)N1CCN(c2ccccn2)CC1 (stereo not given) | -8 | -0.1 | -5 | -2 | 4 | 1 | -14 | -1.0
CCCOc1ccc(CN(C)c2ncnc(N)n2)cc1 | 1 | 0.0 | -3 | -3 | 9 | -8 | -3 | 0.3
O=C(Nc1nnc(S(=O)(=O)N2CCOCC2)s1)c1ccc(F)cc1 | 6 | 0.0 | -2 | 1 | 5 | -10 | -11 | -3.6
COc1ccccc1N1CCN(C(=O)CN(c2ccc(C)c(C)c2)S(C)(=O)=O)CC1 | -3 | nt | 2 | 0 | -2 | -4 | -13 | nt
Cc1ccnc(NC(=O)CNC(=O)c2ccco2)c1 | -7 | -0.1 | -3 | 2 | 19 | 45* | -9 | 1.7
O=[N+]([O-])c1ccc(COc2ccccc2CN2CCCCC2)cc1 | 1 | 0.0 | 8 | nt | 4 | 0 | 1 | 2.7
O=C(Nc1ccccc1)Nc1ccccc1-n1ccnc1 | nt | 0.1 | -11 | 7 | nt | 11 | -5 | nt

Arranged by number of heavy atoms (descending): some entries from above
SMILES | RAD54 branch | Xi reactivation | ARNT-TACC3 inh | ERAP1 HTS inh | esBAF inh | GSIS activator | RAD52 inh | CFTR F508del cor
CN1C(=O)c2cc(NC(=O)C3CCCC3)ccc2OC[C@@H]2O[C@H](CC(=O)NCc3ccccc3F)CC[C@@H]21 | nt | 0.1 | nt | 3 | nt | -23 | 12 | 0.4
CCOc1ccc(CCNC(=O)CCc2nc3ccccc3[nH]2)cc1OCC | nt | 0.0 | -10 | 23 | 0 | 31 | -16 | 1.4
O=C(Nc1ccccc1)Nc1ccccc1-n1ccnc1 | nt | 0.1 | -11 | 7 | nt | 11 | -5 | nt

More entries.
SMILES | RAD54 branch | Xi reactivation | ARNT-TACC3 inh | ERAP1 HTS inh | esBAF inh | GSIS activator | RAD52 inh | CFTR F508del cor
CC1(C)C([N+](=O)[O-])C(c2ccc(O)cc2)NC(c2ccc(O)cc2)C1[N+](=O)[O-] (stereo not given) | 3 | 0.0 | -6 | 1 | -1 | -33 | -77 | -0.1
C[C@@H]1CN([C@@H](C)CO)C(=O)Cc2cc(NS(=O)(=O)c3ccc(Cl)cc3)ccc2O[C@H]1CN(C)S(=O)(=O)c1ccc(Cl)cc1 | 4 | 0.2 | 44 | 0 | 3 | -6 | -9 | -4.6
O=C(Nc1ccc(Br)c(Br)c1)C1CCCO1 (stereo not given) | -22 | 0.5 | nt | -3 | nt | -11 | -3 | -0.8
O=C(N/N=C/c1c(O)n(Cc2ccccc2)c(=O)c2ccccc12)c1cccnc1 | nt | 0.0 | 20 | 2 | nt | -6 | -45 | -0.9
COc1ccc(C(C)=O)cc1CSC(=N)N | nt | 0.2 | 25 | -1 | nt | 10 | 16 | 6.5
CCCCNC(=O)CCc1c(C)nc2c(c(C)nn2-c2ccccc2)c1C | -4 | 0.0 | -1 | -3 | 1 | -1 | -14 | 2.4
C[C@@H]1CN([C@@H](C)CO)C(=O)c2cc(NC(=O)Cn3cnnn3)ccc2O[C@@H]1CN(C)C(=O)Nc1ccccc1 | -4 | 0.1 | 14 | 2 | 4 | 17 | -37 | 1.5
Cc1ccc(S(=O)(=O)Nc2ccc3c(c2)CC(=O)N([C@@H](C)CO)C[C@H](C)[C@@H](CN(C)S(=O)(=O)c2ccc(F)cc2)O3)cc1 | -2 | -1.0 | 7 | nt | 0 | 6 | nt | -1.3
O=C(Cc1ccccn1)N1CC(=O)N2[C@@H](CO)[C@@H](c3ccc(C#CC4CCCCC4)cc3)[C@@H]2C1 | nt | 0.1 | nt | 0 | nt | -14 | -15 | -0.3
CC1CCCCN1S(=O)(=O)c1ccc(NC(=O)c2cccs2)cc1 (stereo not given) | 0 | nt | 25 | -2 | 8 | 0 | -5 | nt
O=C(CN1C(=O)NC2(CCCC2)C1=O)Nc1ccc(S(=O)(=O)N2CCOCC2)cc1 | 9 | 0.4 | -6 | 2 | -1 | -9 | -9 | -2.0
CCOC(=O)C(Cc1ccc(N)cc1)N1C(=O)c2ccccc2C1=O (stereo not given) | -5 | 0.0 | -4 | 3 | 17 | -21 | -18 | -5.9
CO[C@H]1CC[C@H]2CCOc3c(C#N)cccc3C(=O)N(C)C[C@@H](c3ccccc3)CC(=O)N(C)C[C@H]1O2 | -4 | 0.0 | -8 | 2 | 4 | 4 | 10 | 0.3
CC(NC(=O)CNC(=O)c1ccccc1Br)c1cccs1 (stereo not given) | 7 | 0.0 | -3 | 0 | -4 | 1 | -7 | 0.8
CCn1c(=O)c2cc(C(=O)NCCN3CCOCC3)sc2c2ccccc21 | 0 | -0.1 | -1 | 2 | -5 | -1 | -8 | 0.6
O=C(c1cccs1)N1CCN(Cc2cn[nH]c2-c2ccc(F)cc2F)CC1 | -1 | 0.1 | -6 | 0 | 4 | 9 | -25 | -7.2
O=C(CCc1nnc(COc2ccccc2)o1)NC1(c2ccccc2)CC1 | -1 | 0.0 | 2 | 0 | -10 | 15 | -14 | 3.0
Cn1c(=O)c2c(=O)cc(NNC(=O)C(C)(C)C)[nH]c2n(C)c1=O | 1 | nt | 1 | nt | -6 | 1 | nt | nt
Cc1ccc(N(CCC(=O)O)S(=O)(=O)c2cccc(C(F)(F)F)c2)cc1 | -13 | -0.2 | -8 | -2 | -5 | 29 | -8 | -4.1
Cc1ccc(NC(=O)CCN2C(=O)NC3(CCCC3)C2=O)c(C)c1 | -3 | 0.1 | 0 | -2 | -5 | -4 | -6 | 1.7
Cc1ccc(OCCOCCNC(C)(C)C)c([N+](=O)[O-])c1 | 8 | 0.6 | -31 | nt | -5 | 15 | nt | nt
Cc1cccc(OCc2nnc(SC(C)C(=O)Nc3ccc(N4CCOCC4)cc3)o2)c1 (stereo not given) | 4 | 0.3 | 2 | 0 | 0 | 4 | -5 | 0.5
COc1ccccc1CC(=O)Nc1ccc(S(=O)(=O)N2CCCCC2)cc1 | nt | 0.1 | -1 | 2 | -2 | -20 | -20 | -2.3
CCOc1ncccc1C(=O)Nc1nc(C(C)(C)C)cs1 | -4 | 0.1 | -12 | -4 | -7 | 11 | -3 | 0.5
c1cc(-c2cn(C[C@H]3CC[C@@H]([C@@H]4CC[C@H](Cn5cc(-c6ccsc6)nn5)O4)O3)nn2)cs1 | -2 | 0.1 | -1 | 3 | -6 | -22 | -18 | -1.6
C[C@H](CO)N1C[C@H](C)[C@@H](CN(C)C(=O)C2CCC2)Oc2ncc(C#CC3CCCC3)cc2C1=O | 6 | -0.7 | 2 | 0 | -3 | nt | -5 | 3.0
COc1ccc(N(CC(=O)NCc2ccc(F)cc2)C(=O)Cn2nnc(-c3ccc(C)o3)n2)cc1OC | -14 | 0.2 | -2 | -4 | -5 | -18 | -15 | 1.4
CN(Cc1ccccc1)C(=O)Nc1ccc(Cl)cc1 | -6 | 0.1 | nt | 2 | 19 | -24 | -5 | -1.6
COc1cccc(C(=O)NC(=S)Nn2cnnc2)c1OC | nt | 0.1 | 2 | -2 | nt | 23 | -1 | -0.2
CCn1c(=O)c(C(=O)Nc2cccnc2)c(O)c2ccccc21 | 5 | nt | 3 | nt | 5 | 9 | nt | nt
